Source: PubChem
PP1 counter = counter-screen for PP5 inhibitors: inhibitors of human PP1-alpha; P62136; purified PP1alpha, OMFP fluorescence; inhibition, % at 6.7 µM; hit rate 0.9% among 320,000; AID 2235;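 active = inhibition above the mean inhibition of all tested compounds plus 3 SD, computed separately for each screening campaign, cut at about 15% in these data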
Efflux pump inh = inhibitors of Candida antifungal efflux pumps expressed in yeast; S. cerevisiae Candida pump triplex, Nile Red efflux; inhibition, % at 10 µM; hit rate 0.44% among 330,000; AID 485275;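 active = plate passing quality check with inhibition over a set limit, or well fluorescence over plate mean plus 4 SD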;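 note: Nile Red retained in pooled yeast measured as flow cytometry median fluorescence; 0% = buffer negative control and 100% = Enniatin B positive control; higher means more Nile Red kept so more efflux inhibition; some compounds called inactive have numbers as strong as hits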
PREPL inh = inhibits the human prolyl oligopeptidase-like enzyme. Q4J6C6. inhibition, % at 5.96 µM. hit rate 0.68% among 320,000. recombinant PREPL, fluorescence polarization activity-based probe. AID 2751; in the data active = inhibition above about 43%;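 note: 0% = enzyme with DMSO and 100% = wells lacking enzyme; many of its hits are not listed in these tables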
Target sequence (Q4J6C6 whole entry, looked up): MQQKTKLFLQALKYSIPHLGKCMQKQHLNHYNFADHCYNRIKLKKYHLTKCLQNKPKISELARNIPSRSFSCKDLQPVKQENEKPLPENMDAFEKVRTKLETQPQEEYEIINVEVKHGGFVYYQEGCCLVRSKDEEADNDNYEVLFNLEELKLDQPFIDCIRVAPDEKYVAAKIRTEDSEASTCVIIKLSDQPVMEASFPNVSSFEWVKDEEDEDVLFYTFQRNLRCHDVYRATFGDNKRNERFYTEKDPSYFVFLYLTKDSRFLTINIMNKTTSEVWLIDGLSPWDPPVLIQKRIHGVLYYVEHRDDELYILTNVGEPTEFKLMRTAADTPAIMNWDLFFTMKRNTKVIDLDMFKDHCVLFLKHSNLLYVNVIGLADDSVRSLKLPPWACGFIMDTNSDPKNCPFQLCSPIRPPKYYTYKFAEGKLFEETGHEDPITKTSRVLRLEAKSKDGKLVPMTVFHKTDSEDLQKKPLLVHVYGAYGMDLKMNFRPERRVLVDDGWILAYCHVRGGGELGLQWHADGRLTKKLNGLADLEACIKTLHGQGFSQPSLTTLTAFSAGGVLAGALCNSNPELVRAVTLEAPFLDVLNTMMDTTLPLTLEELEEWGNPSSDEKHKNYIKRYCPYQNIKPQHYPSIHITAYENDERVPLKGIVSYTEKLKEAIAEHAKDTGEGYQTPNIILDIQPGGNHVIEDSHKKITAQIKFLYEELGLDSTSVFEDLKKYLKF
ZTA DNA inh = ZTA (EBV) inhibition in EBNA-1 counter-screen; P03206; ZTA-DNA binding, fluorescence polarization; inhibition, % at 11 µM; hit rate 0.15% among 320,000; AID 2234; in the data active = inhibition above about 33%
Target sequence (P03206 whole entry, looked up): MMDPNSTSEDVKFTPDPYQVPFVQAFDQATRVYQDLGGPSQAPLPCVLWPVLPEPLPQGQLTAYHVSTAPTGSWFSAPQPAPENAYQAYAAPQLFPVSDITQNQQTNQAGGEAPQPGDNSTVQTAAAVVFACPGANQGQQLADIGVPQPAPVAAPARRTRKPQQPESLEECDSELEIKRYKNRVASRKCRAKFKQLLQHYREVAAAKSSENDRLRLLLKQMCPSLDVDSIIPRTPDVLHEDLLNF
PP5 primary = inhibitors of human protein phosphatase 5 (PP5) | P53041 | purified PP5c, OMFP substrate fluorescence | hit rate 0.18% among 320,000 | inhibition, % at 6.7 µM;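 active = inhibition above the campaign's mean inhibition across all tested compounds plus 3 SD, cut at about 9.5% in these data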;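 note: 0% = DMSO only and 100% = 100 µM cantharidin control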
EBNA-1 inh = blocks EBNA-1 binding to DNA; inhibition, % at 14.8 µM; EBNA-1 DNA binding, fluorescence polarization; AID 1950; hit rate 0.34% among 300,000; in the data active = inhibition above about 28%
TPT1 inhibitor = inhibitors of Candida albicans tRNA 2'-phosphotransferase TPT1; recombinant caTPT1, FP RNA substrate dephosphorylation; inhibition, % at 5 µM; hit rate 0.81% among 300,000;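 active = inhibition above the mean of all tested compounds plus 3 SD, set per screening campaign, cut at about 24% in these data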;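 note: plate controls were DMSO alone for no effect and ferristatin control at 100 nM for full effect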
CTSL1 counter = counter-screen for PFM18AAP inhibitors: inhibitors of F. hepatica cathepsin L1; inhibition, % at 5.96 µM; AID 1906; recombinant F. hepatica cathepsin L1, Z-Leu-Arg-MCA fluorescence; hit rate 0.49% among 300,000;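 active = inhibition above the mean of all tested compounds plus 3 SD, set per screening campaign, cut at about 17% in these data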;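 note: 0% = plate median of test compound wells and 100% = 1 µM Z-Phe-Ala-diazomethylketone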
core dimer inh = blocks dimerization of HCV core protein; TR-FRET GST/Flag-core106 dimerization, 1536-well; inhibition, % at 5 µM; hit rate 0.33% among 300,000;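 active = inhibition above the mean of all tested compounds plus 3 SD, set per screening campaign, cut at about 45% in these data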
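System – GST-tagged and Flag-tagged HCV core protein residues 1-106 · Repeats – one well for each compound · Technique – TR-FRET 671 and 617 nm emission · Doses – one concentration, 5 µM, in 0.5% DMSO · Times – 4 h, 22.5 °C incubation · Also added – Eu donor and XL665 acceptor anti-tag antibodies · Measure – percent inhibition of core106 dimerization signal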
Starred values were filed as active, the others as inactive; · = not tested or not shown.

cpd	SMILES	PP1 counter	Efflux pump inh	PREPL inh	ZTA DNA inh	PP5 primary	EBNA-1 inh	TPT1 inhibitor	CTSL1 counter	core dimer inh
1	CC(C)Cn1c(NCCO)nc2ccccc21	-3.8	-0.1	2.2	-2.0	0.2	0.4	-1.9	-3.5	-2.8
2	CN1CCN(C(=O)c2ccc(N(Cc3ccc(Cl)cc3)S(C)(=O)=O)cc2)CC1	-5.4	0.0	0.9	-4.7	-0.8	-0.9	-0.8	-2.4	10.6
3	CC1CCCN(C(=O)CSc2nnc(-c3ccc(S(=O)(=O)N4CCOCC4)cc3)n2C)C1 (stereo not drawn)	-2.2	0.0	-3.4	11.0	-0.3	12.3	0.1	1.3	8.2
4	O=C(CCC(=O)Nc1ccccc1Cl)N/N=C/c1c[nH]c2ccccc12	2.7	-0.3	9.9	-0.4	3.4	-13.0	-4.0	1.5	-2.8
5	COCCn1cnc2c1c(=O)n(CC(=O)c1ccc3c(c1)OCCO3)c(=O)n2Cc1ccccc1	1.0	0.0	1.5	13.1	1.5	-10.2	1.5	1.3	3.3
6	CCCc1cc(C(=O)Nc2ccc(C(=O)c3ccc(F)cc3)cc2)n(C)n1	-2.8	-2.2	0.7	-12.1	5.5	-8.9	-1.6	2.0	9.6
7	COc1ccc(-n2cc3c(-c4cccc(Br)c4)nnc(C)c3n2)cc1	-0.1	0.4	7.9	5.0	2.8	4.9	1.4	4.4	0.2
8	Cc1ccsc1/C=N/NC(=O)Cc1cccn1C	4.7	3.2	11.1	3.3	1.2	-9.7	2.1	0.7	-1.9
9	O=C(N/N=C/c1cc2c(cc1Br)OCO2)c1c[nH]c2ccccc12	3.0	0.4	3.5	11.6	6.1	-2.0	2.2	1.0	-3.2
10	CCc1ccc(N2C(=O)CN(Cc3ccc(OC)c(OC)c3)C2=S)cc1	0.4	0.2	-1.1	9.6	2.5	1.4	-1.9	5.1	3.3
11	O=C1CC(c2ccccc2)CC(=O)N1c1ccccc1	-4.6	-0.1	0.3	1.5	-4.3	2.0	-1.4	0.3	-2.2
12	CCCNC(=O)Cn1c(-c2ccc(F)cc2)cc(C(=O)OCC)c1C	0.2	-0.1	-1.6	-2.7	2.5	7.1	-5.0	-1.9	-1.9

The last two entries of the section before come first, to join the parts.
cpd	SMILES	PP1 counter	Efflux pump inh	PREPL inh	ZTA DNA inh	PP5 primary	EBNA-1 inh	TPT1 inhibitor	CTSL1 counter	core dimer inh
11	O=C1CC(c2ccccc2)CC(=O)N1c1ccccc1	-4.6	-0.1	0.3	1.5	-4.3	2.0	-1.4	0.3	-2.2
12	CCCNC(=O)Cn1c(-c2ccc(F)cc2)cc(C(=O)OCC)c1C	0.2	-0.1	-1.6	-2.7	2.5	7.1	-5.0	-1.9	-1.9
13	CC(C)(C)n1nc2c(c1NC(=O)c1cc(Cl)ccc1[N+](=O)[O-])CS(=O)(=O)C2	-0.8	0.8	10.6	-2.0	-3.0	5.2	-1.2	-0.2	-6.1
14	O=C(Nc1ccc(S(=O)(=O)N2CCOCC2)cc1)C1CCN(S(=O)(=O)c2ccccc2)CC1	1.5	-0.1	8.7	-15.9	2.3	-14.8	0.2	-0.8	2.4
15	CCCOC(=O)c1[nH]c2c(c1C)C(=O)CC(c1ccc(OC)c(OC)c1)C2 (stereo not drawn)	0.3	0.1	-4.3	12.1	0.3	11.3	1.7	-1.4	5.8
16	CN1CC(c2ccccc2)C2(SC(=S)N(Cc3ccco3)C2=O)C12C(=O)Nc1ccccc12 (stereo not drawn)	2.1	0.2	5.0	4.2	5.4	4.1	3.4	0.7	3.5
17	CSc1ccccc1-c1nnc(-c2ccc(C)cc2)o1	-1.4	0.2	1.0	-7.7	3.8	-5.2	-4.5	-0.9	15.3
18	Cc1cc(Cl)ccc1OCCCC(=O)OCC(=O)c1c(N)n(C)c(=O)n(C)c1=O	10.5	0.3	-24.8	-3.6	5.5	-0.9	2.2	-1.6	0.8
19	O=C(/C=C/c1cccnc1)c1ccc(F)c(F)c1	0.7	-0.2	3.2	-15.4	2.7	-6.2	-1.9	6.4	5.9
20	Cc1cc(C)cc(N(CC(=O)NC2CCCC2)C(=O)CCC(=O)Nc2nc(C)cs2)c1	2.9	-0.2	18.8	-16.3	2.1	3.9	1.4	2.2	-8.2
21	COc1cc2c(cc1OC)CN(C(=S)Nc1c(C)cccc1C)CC2	-2.8	0.0	-2.3	-1.8	1.2	5.4	1.9	1.3	0.8
22	Cc1ccc(C(=O)c2sc3nsc(C)c3c2N)cc1	3.1	-0.1	8.9	11.5	3.4	6.2	8.3	3.3	-14.7
23	Cc1ccc(C(=O)NCC(c2ccc(F)cc2)N2CCOCC2)cc1 (stereo not drawn)	-2.3	0.5	-17.7	4.4	1.7	-7.3	0.1	-8.3	5.3
24	CCCn1c(NC(=O)CCS(=O)(=O)c2ccc(C)cc2)nc2ccccc21	-2.2	0.1	14.3	4.3	0.9	-4.2	46.3*	-0.8	13.2
25	CC(=O)NC(=S)Nc1cccc([N+](=O)[O-])c1	1.7	-0.1	7.6	-6.5	-3.1	-14.2	2.1	-0.3	-4.1
26	Cc1ccc(OCC(=O)N/N=C/C=C/c2ccco2)cc1	1.5	0.2	11.2	-8.0	-4.6	-9.4	6.3	2.6	67.3*
27	CC(SC#N)C(=O)C12CC3CC(CC(C3)C1)C2 (stereo not drawn)	-0.1	0.0	2.6	1.7	-0.1	5.6	-1.8	1.1	2.3
28	CCCCC(=O)NC(c1ccco1)c1c(O)ccc2ccccc12 (stereo not drawn)	-0.9	0.1	2.2	1.5	2.6	5.6	2.3	-2.3	-2.3
29	CNC(=O)Nc1ccccc1C(=O)NCc1ccccc1	3.9	0.0	-1.2	-9.2	2.0	-0.1	0.8	-2.4	2.2
30	CCOC(=O)C1CCCN(C(=O)c2cc3nc(-c4cccc(OC)c4)cc(C(F)(F)F)n3n2)C1 (stereo not drawn)	1.1	0.1	-18.0	2.9	1.6	5.0	0.8	0.1	6.3
31	NS(=O)(=O)c1ccc(CCNC(=O)CCCn2ncn3c(cc4occc43)c2=O)cc1	-4.8	-0.1	4.7	-7.4	-1.4	1.6	0.9	-1.8	-8.0
32	COc1ccc(CCNC(=O)c2cnn3c(C(F)F)cc(C)nc23)cc1OC	0.5	0.0	-1.1	6.0	-0.2	7.5	-2.9	-2.4	10.0
33	c1ccc2c(c1)CCN(c1nc(CN3CCOCC3)nc3sc4c(c13)CCCC4)C2	9.0	0.3	26.0	4.6	4.0	8.6	2.4	-1.2	8.6
34	COc1ccc2[nH]c(=O)c(C(c3nnnn3CC3CCCO3)N3CCc4ccccc4C3)cc2c1 (stereo not drawn)	-1.9	0.2	10.9	0.0	-0.6	2.0	-2.4	-0.8	1.8
35	C=C(C)C(=O)Nc1cccc(C2=NOC3(C2)C[C@@H](C(N)=O)N(C(=O)[C@H]2CCC(=O)N2)C3)c1 (stereo partly drawn)	4.3	-0.1	2.3	-3.0	-1.4	1.3	0.3	1.5	81.1*
36	Cc1cc(C)c2cc(CN(CCO)C(=O)Nc3ccc(F)cc3)c(=O)[nH]c2c1	-3.3	0.1	10.3	1.5	-0.8	6.8	-5.5	0.2	-0.5
37	CCCCc1nc(C(N)=O)c2[nH]c(=O)n(-c3ccc(OC)cc3OC)c2n1	-3.5	0.1	3.9	7.2	3.0	-3.5	0.9	0.4	-9.6
38	Cc1cnc(C(=O)OCC(=O)Nc2ccc(Cl)cc2)cn1	-0.8	0.0	8.0	4.7	1.8	10.2	0.0	-10.1	3.1
39	COc1ccc(-n2nnnc2SCC(=O)NC2CC2)cc1	-4.6	-0.1	1.2	-1.5	3.7	·	·	·	·
40	Cc1ccc(S(=O)(=O)NCCC(=O)Nc2nnc(C3CC3)s2)cc1C	-2.2	0.0	13.3	-8.1	1.6	4.7	-3.7	0.8	8.9
41	CCOC(=O)C1CCN(S(=O)(=O)c2ccc(NC(=O)c3ccco3)cc2)CC1	-1.7	0.1	0.8	3.6	0.9	8.3	-2.9	-2.0	-4.3
42	CCn1c(SCc2ccccc2)nc2c(c1=O)SCC2	0.4	0.2	25.4	-4.8	-0.6	0.9	-1.4	2.1	5.5
43	Cc1ccc(/C=C/c2nnc(-c3ccccc3)o2)cc1	1.7	0.1	2.0	0.5	2.9	-1.9	2.2	2.3	3.2
44	CN(C1CCCCC1)S(=O)(=O)c1ccc2c(c1)c(=O)c(C(=O)NCCCN1CCCC1)cn2C	-0.2	-0.2	-0.1	5.0	-0.7	-2.6	-1.6	2.9	3.5
45	COc1ccc(CN2CCOCC2)cc1	-0.3	0.0	18.2	-5.8	-0.1	-4.2	-1.6	-0.2	-4.8
46	COc1ccc(-n2nc(C(=O)NCC(=O)NCCc3ccc(OC)c(OC)c3)c3ccccc3c2=O)cc1Cl	2.5	0.7	4.0	3.7	1.4	-27.9	0.3	-0.5	-0.2
47	COc1ccc(OCc2cc(C(=O)NCC3CCOCC3)no2)c(Cl)c1	-2.7	0.0	12.8	3.4	-3.2	-3.7	-1.8	-1.6	-2.5
48	Cc1cc(C)n2nc3nc(N4CCCCC4)nc(-c4ccco4)c3c2n1	-1.0	0.3	7.7	17.2	0.6	10.6	-0.7	7.6	23.4
49	Cc1cccc(-c2nnn(CC/C(N)=N/O)n2)c1	-3.5	0.4	17.9	-3.3	2.4	-8.0	0.3	-3.2	2.2
50	COc1ccc(C(=O)NCCSCc2ccccc2C)cc1	0.5	-0.2	-24.1	16.0	-0.2	15.1	2.2	-0.6	1.9
51	Cc1ccc(C(=O)NCCc2cccs2)cc1	-4.8	0.1	1.7	0.8	1.1	10.8	-1.0	-1.4	1.8
52	CC1CC(C)CN(C(=O)C2CCN(S(=O)(=O)c3cccs3)CC2)C1 (stereo not drawn)	-4.4	0.0	-1.9	-1.4	1.7	7.6	0.1	-2.5	10.6
53	O=C(CCn1c(=O)oc2ccccc21)NCCCN1CCCC1=O	-7.0	0.0	-3.1	7.9	-0.5	-1.7	-3.2	-3.7	-8.6
54	COc1ccc(N2CCN(C(=O)CCCSc3nc4ccccc4[nH]3)CC2)cc1	-1.4	0.1	3.0	6.6	-0.3	5.8	-9.1	-0.6	-6.9
55	CN1CCN(c2nc3ccccc3nc2C(C#N)C(=O)OC2CCCCC2)CC1 (stereo not drawn)	-5.3	-0.1	12.4	-3.9	0.8	1.7	-0.9	1.8	-3.2
56	CCS(=O)(=O)NC(C)C(c1cccs1)N1CCN(c2ccc(OC)cc2)CC1 (stereo not drawn)	-5.6	-0.1	8.3	-13.0	4.0	-17.8	-2.0	-2.4	2.8
57	CCCn1c(=O)c(Cc2ccccc2)c(O)c2ccccc21	-1.1	0.1	0.4	-7.4	0.5	1.1	-2.5	1.6	5.0
58	Cc1ccc(NC(=O)c2ccc(CSc3nnc(-c4ccncc4)n3C)cc2)c(C)c1	2.4	0.3	6.6	-8.3	1.8	-4.0	1.4	-3.4	3.3
59	COc1ccc(/C(C)=N/NC(=O)CNC(=O)/C=C/c2ccccc2OC)cc1	-6.5	0.0	-7.4	12.1	1.2	-7.4	1.9	-2.7	-10.1
60	CCc1ccc(N/C(=N/c2nc(C)cc(C)n2)NC(C)=O)cc1	-8.2	-0.6	3.5	-18.0	0.8	-13.6	-1.7	5.3	-7.7
61	CC(=O)Nc1ccc(S(=O)(=O)NCCS(=O)(=O)N2CCN(c3ccccc3F)CC2)cc1	0.6	0.2	-41.0	-2.5	2.0	-2.7	-0.5	2.9	-0.8

This is a subset (hit frequency here may not be typical).
